Screens from PubChem.
Menin-MLL TR inh: menin-MLL binding inhibition, Texas Red mutant peptide; Menin + Texas Red MLL mutant peptide, fluorescence polarization; Potency, µM (highest dose often 61.6 µM), inactives show at the highest dose FP activity change, negative = inhibition, hits mostly inhibitors; 0.23% of 270,000 active; O00255; AID 1768; active = well fitted inhibition curve with a large enough effect in the polarisation, with a control signal flat, not every such curve was filed as active; inconclusive = small, poorly fitted or top-dose-only effect, or effect the other way, or a change in a side signal; inactive = no such curve, though single readings can be large or run the other way; the % refers to the polarisation; note: potency is the fitted concentration of half-maximal effect; % of control where 0% means no effect; many of its hits are not listed in these tables
Target sequence (O00255 whole entry, looked up): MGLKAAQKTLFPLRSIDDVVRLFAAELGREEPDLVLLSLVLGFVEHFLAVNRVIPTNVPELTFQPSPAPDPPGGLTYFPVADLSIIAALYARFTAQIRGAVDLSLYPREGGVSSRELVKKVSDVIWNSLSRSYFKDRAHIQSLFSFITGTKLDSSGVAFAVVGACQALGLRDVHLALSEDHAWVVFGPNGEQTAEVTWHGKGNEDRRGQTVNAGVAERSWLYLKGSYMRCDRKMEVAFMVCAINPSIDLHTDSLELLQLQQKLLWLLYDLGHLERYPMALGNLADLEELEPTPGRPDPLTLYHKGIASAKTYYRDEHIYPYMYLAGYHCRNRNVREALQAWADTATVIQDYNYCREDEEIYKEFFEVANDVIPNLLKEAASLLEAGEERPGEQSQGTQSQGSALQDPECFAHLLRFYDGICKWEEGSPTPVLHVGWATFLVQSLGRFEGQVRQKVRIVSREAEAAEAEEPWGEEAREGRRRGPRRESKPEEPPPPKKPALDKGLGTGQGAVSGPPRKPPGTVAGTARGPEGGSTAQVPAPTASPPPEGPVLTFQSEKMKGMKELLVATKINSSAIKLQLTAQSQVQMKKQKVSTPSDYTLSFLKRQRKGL
KCNH2 3.1 inh: KCNH2 3.1 (human) potassium channel inhibition; activity change, % (tested at about 1.8 µM); AID 720553; 0.95% of 340,000 active; U2OS KCNH2 3.1, thallium flux FluxOr; stronger effect = lower value;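 active = maximum activity change below -70%; inconclusive = maximum activity change from -70% to -50%; inactive = maximum activity change above -50%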;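 note: thallium influx rate constant from kinetic fluorescence after stimulation buffer; % is set by controls: 0 for no effect and ±100 for the full control effect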
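We transduce U2OS cells with the mutant 3.1 virus, culture them overnight, load FluxOr with Red40 quencher for 45 min, then add stimulation buffer and read kinetically for 2 min to derive a normalized rate constant.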
Giardia kill: kills Giardia lamblia; Giardia lamblia trophozoite viability; activity change, % at 7.66 µM, hits read low; 0.15% of 340,000 active; AID 540267; in the data active = activity change below about -80%; inconclusive = between about -30% and that limit;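 note: parasites exposed to compound for two days anaerobically before the ATP read; % is set by controls: 0 for no effect and ±100 for the full control effect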
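ATP-content bioluminescence gauges trophozoite survival. Cells (100/well) receive compound and incubate anaerobically for 48 hrs at 37 deg C; detection reagent follows for 15-30 min at room temperature.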
KCNH2 WT inh: KCNH2 (human, wildtype) channel inhibition; Q12809; U2OS, BacMam KCNH2, thallium flux FluxOr; stronger effect = lower value; activity change, % at 1.84 µM; 0.37% of 340,000 active;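 active = maximum activity change below -70%; inconclusive = maximum activity change between -70% and -50%; inactive = maximum activity change above -50%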; note: % is set by controls: 0 for no effect and ±100 for the full control effect
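U2OS cells transduced with wild-type KCNH2 virus are loaded with FluxOr dye for 45 min, and thallium flux is measured in kinetic reads before and after stimulation buffer. Rate constants are normalized to DMSO controls.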
CXXC DNA block: blocks binding of human MLL CXXC domain to DNA; Q03164; MLL-CXXC / FITC-HOXA9 DNA fluorescence polarization; Potency, µM (highest dose often 115 µM), for inactives: top-dose activity change, negative = inhibition, actives largely listed as inhibitors; 0.037% of 290,000 active; AID 2662; active = well fitted inhibition curve with a large enough effect in the polarisation, with a control signal flat, not every such curve was filed as active; inconclusive = small, poorly fitted or top-dose-only effect, or effect the other way, or a change in a side signal; inactive = no such curve, though single readings can be large or run the other way; the % refers to the polarisation; note: potency is the fitted concentration of half-maximal effect
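Purified MLL-CXXC (added from a 7 uM solution) was preincubated 5 min at ambient with pinned compounds in 50 mM Tris-HCl pH 7.5, 50 mM NaCl, 1 mM DTT, 0.05% BSA. Fluorescein-labeled HOX-A9 DNA (50 nM solution) followed, 30 min, then polarization read.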
GALK inh: blocks human galactokinase activity. P51570. Purified GALK, Kinase-Glo residual ATP luminescence. Potency, µM (titrated, usually from 57.5 µM), inactives show at the highest dose activity change, negative = inhibition, usual class: inhibitors. 0.007% of 270,000 active; note: potency is the fitted concentration of half-maximal effect; % is set by controls: 0 for no effect and ±100 for the full control effect
Target sequence (P51570 whole entry, looked up): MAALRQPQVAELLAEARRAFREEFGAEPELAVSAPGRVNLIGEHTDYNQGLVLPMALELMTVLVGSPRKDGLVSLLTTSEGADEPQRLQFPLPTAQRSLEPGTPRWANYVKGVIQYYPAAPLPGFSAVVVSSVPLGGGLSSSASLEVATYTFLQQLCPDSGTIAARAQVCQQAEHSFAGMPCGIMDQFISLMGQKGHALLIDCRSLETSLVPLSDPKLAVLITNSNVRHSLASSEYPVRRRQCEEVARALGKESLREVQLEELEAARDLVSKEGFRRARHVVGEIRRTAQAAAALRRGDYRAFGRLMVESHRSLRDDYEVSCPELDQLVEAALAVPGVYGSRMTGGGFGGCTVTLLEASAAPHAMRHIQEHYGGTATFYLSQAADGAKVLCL
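Kinase-Glo Plus luminescence measured ATP left after a 1 h room-temperature reaction. The reaction used 5 nM GALK, 100 uM galactose and 35 uM ATP at pH 8.0 (20 mM HEPES, 5 mM MgCl2, 60 mM NaCl, 1 mM DTT, 0.01% BSA).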
Coupling enz: counter-screen for Giardia aldolase inhibitors: coupling enzyme system; coupling enzyme system counterscreen, AmpLite Red fluorescence; activity change, negative = inhibition, % at 58.2 µM, hits read low; 0.67% of 290,000 active; in the data active = activity change below about -30%; note: % is set by controls: 0 for no effect and ±100 for the full control effect
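Fluorescence at 525 nm excitation and 598 nm emission measured inhibition of the coupled detection system without aldolase. Compounds (at 57.5 uM final) were preincubated 10 min at room temperature with coupling enzyme reagent before a 20 min substrate/AmpLite Red step.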
USP2a inh: USP2a (human) protease inhibition; USP2 core, Ub-CHOP2 coupled fluorogenic reporter, 485/531; Potency, µM (series often up to 38.3 µM), for the others: at the highest dose activity change, negative = inhibition, hits mostly inhibitors; 0.01% of 330,000 active;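 note: potency is the fitted concentration of half-maximal effect; plate controls were DMSO wells for no effect and full inhibition by NEM control for full effect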
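USP2 core (10nM final) preincubated 30min RT with compound in 20mM Tris-HCl pH 8.0, 2mM CaCl2, 2mM beta-mercaptoethanol, 0.05% CHAPS; 25nM Ub-CHOP2 plus 25nM reporter substrate added, fluorescence (Ex485/Em531) read after 60min.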
PKM2 act: increases activity of human pyruvate kinase M2; Potency, µM (series often up to 57.5 µM), without a hit: at the top dose activation, hits mostly activators; 0.34% of 260,000 active; purified PKM2, Kinase-Glo ATP luminescence, activation; response scale: 0% is enzyme alone, no compound; AID 1631; note: potency is the fitted concentration of half-maximal effect; % is set by controls: 0 for no effect and ±100 for the full control effect; nearly all actives have a fitted effect of over 55% in size
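Purified hPK-M2 (>95% pure) converted ADP (0.1 mM final) to ATP with 0.5 mM PEP in 50 mM imidazole pH7.2, KCl, MgCl2, Tween 20, BSA; 1 h at room temperature. ATP detected by Kinase-Glo luminescence.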
B2AR arrestin: beta2AR (human) beta-arrestin recruitment activity. beta-arrestin recruitment to beta2AR, cell-based reporter. Potency, µM (titrated, usually from 46.1 µM), for inactives: top-dose activation, usual class: activators. 0.02% of 330,000 active;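 note: potency is the fitted concentration of half-maximal effect; 0% = DMSO controls and full agonism = EC100 isoproterenol or metaproterenol; nearly all actives have a fitted effect of over 65% in size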
TRPV1 agonist: human TRPV1 agonism; 0.19% of 320,000 active; activation, % at 8.33 µM; Q8NER1; TRPV1-expressing cells, Fluo-8 calcium influx, agonist mode; AID 540275; in the data active = activation above about 80%; inconclusive = between about 30% and that limit; note: 0% is about no effect
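TRPV1-expressing cells were cultured overnight at 35.5C and loaded with Fluo-8 calcium dye for 40 to 90 min at room temperature. After a 10 s baseline, compound was added and calcium influx was read kinetically for 3 min (ex 480/em 520 nm).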
Starred values were filed as active, the others as inactive; ? = inconclusive; . = no result given; [ ] = another dose, or the depositor's remark. Unless noted, calls come from the whole dose curve; as a rule, active = well fitted curve in the direction sought with a large enough effect; inconclusive = small, poorly fitted or top-dose-only effect, or another doubt; inactive = no such curve, though single readings can be large; an effect the other way counts as inactive or inconclusive. This is a subset; rates above refer to the full screens.

Screens in order: Menin-MLL TR inh | KCNH2 3.1 inh | Giardia kill | KCNH2 WT inh | CXXC DNA block | GALK inh | Coupling enz | USP2a inh | PKM2 act | B2AR arrestin | TRPV1 agonist
CCCc1cc(=O)oc2cc(OCC(=O)NCCCN3CCOCC3)ccc12
 : . | -3.8 | 21.9 | -13.4 | -12.9% | 6.2% | . | 2.7% | . | 0.0% | 0.4
Cc1ccc(C(=O)NCc2ccccn2)o1
 : 7.5% | 1.5 | 10.4 | 3.5 | 0.4% | 3.6% | 5.2 | -0.1% | 8.2% | -1.9% | -0.2
O=C(COC(=O)c1ccccc1Br)Nc1ccccc1F
 : 2.5% | 3.5 | -17.4 | -3.1 | 0.7% | -3.0% | 2.0 | 12.2% | 1.9% | -0.2% | 12.5
CCOC(=O)N1CCN(C(=O)CCSc2ccc(C)cc2)CC1
 : -2.9% | -0.9 | -2.5 | -3.8 | 8.9% | 0.1% | 0.7 | 1.4% | -2.3% | -0.4% | 0.2
O=C(CN1C(=O)CCC1=O)Nc1ccc(Cc2ccc(NC(=O)CN3C(=O)CCC3=O)cc2)cc1
 : 2.8% | 17.6 | -29.0 | -5.3 | -9.9% | 0.3% | 4.5 | -1.2% | -8.6% | 0.2% | 3.8
Cc1nc2ccccc2c(=O)n1NC(=O)c1cncc(Br)c1
 : -1.8% | 13.2 | 9.6 | 1.8 | 8.5% | 10.8% | 1.9 | 0.3% | -4.1% | 0.3% | -10.5
Oc1ccc(-c2nccc(-c3ccc(Br)cc3)n2)cc1
 : ? | -20.1 | -7.5 | 1.7 | 4.6% | -3.6% | -0.7 | -2.0% | . | -0.9% | 13.7
O=C(O)c1cnc(-c2ccccc2)nc1C(F)(F)F
 : 5.7% | 15.2 | -5.1 | 5.8 | -4.8% | -2.6% | 10.7 | -0.2% | -2.9% | -0.6% | 1.7
O=C(CCNS(=O)(=O)c1ccc(Cl)cc1)NCc1cccnc1
 : 13.7% | -5.6 | -0.8 | -38.4 | -16.1% | -1.5% | 2.8 | -0.8% | 2.7% | -1.2% | -0.2
CCOc1ccc(CC2S/C(=N/N=C/c3ccco3)NC2=O)cc1 (stereo not given)
 : ? | 5.1 | -20.7 | -1.1 | 2.5% | 4.4% | -3.5 | 0.5% | 1.7% | -0.1% | 2.7
Cn1c(SCc2ccccn2)nnc1-c1cnccn1
 : 5.1% | 1.0 | -11.0 | -10.2 | 3.6% | 0.7% | 1.9 | -0.3% | -2.3% | -1.0% | 2.9
CC(C(=O)NN=C(c1ccccc1)c1ccccc1)N1CCOCC1 (stereo not given)
 : -1.7% | -31.1 | -1.6 | . | 4.4% | -2.5% | 1.5 | 0.0% | 1.9% | -0.2% | 2.0
Cc1cccc(C)c1NC(=O)CSc1nnc(-c2cccnc2)o1
 : -0.3% | -4.5 | -2.8 | -18.2 | 1.9% | -1.7% | 1.4 | -1.6% | -0.4% | 0.1% | -2.2
CCN(CC)S(=O)(=O)c1ccc(S(=O)(=O)N2CCN(C(=O)c3ccco3)CC2)cc1
 : 10.2% | -4.7 | 3.6 | 17.8 | 9.2% | -0.2% | 0.0 | 4.6% | 0.7% | -0.8% | 0.5
CC1CCCCN1C(=O)CSc1nc(-c2ccccc2)cc(=O)[nH]1 (stereo not given)
 : 0.7% | -2.6 | -3.4 | -10.1 | 12.8% | 0.1% | 5.2 | 1.9% | -2.7% | -0.6% | 2.0

Single entries from the list:
CC1CCCCN1C(=O)CSc1nc(-c2ccccc2)cc(=O)[nH]1 (stereo not given) | KCNH2 WT inh: -10.1
Cc1nc2ccccc2c(=O)n1NC(=O)c1cncc(Br)c1 | CXXC DNA block: 8.5%
CCCc1cc(=O)oc2cc(OCC(=O)NCCCN3CCOCC3)ccc12 | B2AR arrestin: 0.0%

More entries:
Screens in order: Menin-MLL TR inh | KCNH2 3.1 inh | Giardia kill | KCNH2 WT inh | CXXC DNA block | GALK inh | Coupling enz | USP2a inh | PKM2 act | B2AR arrestin | TRPV1 agonist
Cc1ccc(NC(=S)NCCc2ccc(S(N)(=O)=O)cc2)cc1C
 : 65.8%[activator] | 10.4 | -6.9 | -3.1 | 11.5% | 0.6% | 4.6 | 1.8% | -0.4% | -0.4% | 4.7
CCC(=O)N1CCN(c2ccc(NC(=S)NC(=O)c3cccc([N+](=O)[O-])c3)cc2)CC1
 : 1.0% | -4.7 | 14.2 | 10.3 | -9.4% | -1.2% | -1.3 | 3.6% | -2.8% | -0.1% | 1.5
CC1(C)CC(NC(=O)C23CCC(C)(C2Br)C3(C)C)CC(C)(C)N1 (stereo not given)
 : . | -48.3 | 2.1 | 21.7 | 0.7% | -0.9% | 3.7 | 0.0% | -3.4% | -0.3% | 6.4
CCOc1ccc(-n2c(C)cc(/C=N/N(C)C)c2C)cc1
 : -12.8% | -3.3 | 6.9 | -1.5 | 2.0% | -0.6% | -2.1 | 4.3% | -30.2% | 0.0% | 4.3
CC1Sc2ccc(S(=O)(=O)CCC(=O)NCc3ccccc3)cc2NC1=O (stereo not given)
 : 5.7% | -2.8 | -16.2 | -23.0 | 6.0% | -0.6% | 1.0 | 2.1% | -5.1% | 0.3% | 1.2
Cc1cc(C)nc(N2CCC(C(=O)NCc3cccs3)CC2)n1
 : 5.5% | 14.3 | -11.1 | -17.1 | 0.6% | 3.4% | 2.8 | 2.4% | -7.1% | -0.8% | 15.3
COc1cc(N=Nc2cccc(S(N)(=O)=O)c2)c2ccccc2c1N
 : ? | -3.2 | 5.3 | -5.0 | 195.1%[activator] | 11.9% | -15.8 | -1.1% | 4.1% | -1.0% | -7.7
O=C(c1cc(S(=O)(=O)N2CCOCC2)c(Cl)cc1Cl)N1CCCCC1
 : 0.2% | -2.1 | -2.0 | 1.7 | -10.5% | 3.5% | 1.5 | -1.1% | -6.6% | 0.3% | 14.2
CC1Cc2cc(S(=O)(=O)N3CCN(c4ccccc4F)CC3)ccc2N1C(=O)C1CC1 (stereo not given)
 : 17.3% | -8.9 | -7.4 | -2.3 | 1.5% | -5.8% | 0.0 | 0.0% | . | 0.5% | 10.0
CC(C)COc1cccc(C(=O)NC(=S)Nc2cccc(NC(=O)c3ccccc3Cl)c2)c1
 : -29.1% | -17.6 | 4.0 | -3.2 | ? | -0.3% | -1.9 | 3.3% | 0.1% | -0.8% | 0.6
CCc1nn(C(C)C(=O)NCCc2ccc(OC)c(OC)c2)c(=O)c2cc3occc3n12 (stereo not given)
 : -2.8% | 5.7 | -0.2 | 3.8 | 2.2% | 0.2% | 4.4 | -0.5% | 11.0% | 0.0% | -3.2
CCCCn1c(C)cc(/C=C(\C#N)C(=O)O)c1C
 : 5.1% | 1.7 | 8.2 | -0.1 | -2.2% | -1.8% | 17.3 | -0.2% | -5.9% | -0.5% | 0.1
COC(=O)c1ccc(CN(C(=O)N2CCN(C)CC2)S(=O)(=O)c2ccc(C)cc2)cc1
 : . | -7.0 | 8.2 | -4.8 | . | . | . | 0.3% | . | 0.0% | -1.5
CN(C)c1ccc(/C=N/NC(=O)CCc2nc3ccccc3[nH]2)cc1
 : . | ? | 19.8 | -31.7 | -15.3% | 1.0% | -2.2 | 0.4% | -3.8% | -0.2% | -0.2
O=C(Nc1ccc(Cc2ccc(NC(=O)C3CC3)cc2)cc1)C1CC1
 : ? | 23.6 | ? | . | -0.2% | -0.8% | 5.2 | 1.2% | -7.7% | -0.2% | 1.0
CSc1n[nH]c(/N=C/c2oc(O)c3ccccc23)n1
 : -14.2% | -24.7 | 19.5 | 9.7 | -3.8% | -0.2% | 0.1 | 2.0% | -5.4% | 0.1% | 0.6
O=C(Nc1cc(C(F)(F)F)cc(C(F)(F)F)c1)Nc1cnn(-c2ccc([N+](=O)[O-])cc2)c1C(F)(F)F
 : . | 4.2 | -19.0 | -8.7 | 6.5% | -1.5% | 3.3 | 10.6% | 1.0% | -0.4% | -0.2
CSc1nnc(Cc2cc(=O)[nH]c(=O)[nH]2)n1-c1cc(C)ccc1C
 : 17.4% | 7.7 | -15.8 | -9.6 | 3.3% | -0.7% | 1.1 | -0.2% | -14.1% | 0.1% | -0.3
CC(=O)Nc1cc(S(=O)(=O)Nc2cccc(C)c2)c(C)cc1C
 : 10.8% | 31.4 | 0.7 | -9.5 | 3.9% | -1.7% | 1.9 | 4.9% | 2.0% | -0.6% | -1.3
CCOc1ccc(C(=O)CCC(=O)Nc2ccncc2)cc1
 : . | 1.2 | 4.1 | 1.4 | . | . | . | 1.5% | . | -0.9% | 22.3
COc1cc(C(=O)NCC(=O)NNC(=O)CN(C)S(=O)(=O)c2ccc(Cl)cc2)cc(OC)c1OC
 : . | 5.1 | 20.4 | -4.7 | . | . | . | 7.5% | . | -0.8% | .
